Screens (PubChem BioAssay)
WRN helicase inh: WRN helicase (human) inhibition; 360,000 tested, 0.46% active; WRN helicase unwinding, fluorescent forked duplex, kinetic; Potency, µM (doses to about 114 µM), for the others: at the top dose activity change, negative = inhibition, actives largely listed as inhibitors; AID 651768; Q14191; also: potency is read from the fitted curve at half-maximal effect; % is scaled to controls: 0 for no effect and ±100 for the full control effect; nearly all actives have a fitted effect of over 55% in size
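Fluorescence dequenching readout, ex 525 nm/em 598 nm, kinetic mode: forked duplex DNA (100 nM final) with adjacent fluorophore and quencher unwound by WRN (20 nM final) with 2 mM ATP. Compound preincubation 15 min, room temperature.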
aSyn rescue: rescues yeast growth from alpha-synuclein toxicity; Potency, µM (highest dose often 46.1 µM), for the others: top-dose growth rescue (activation), usual class: activators; Yeast expressing alpha-synuclein, growth rescue, BacTiter-Glo, 24 h; 370,000 tested, 0.14% active; AID 652106; also: potency is read from the fitted curve at half-maximal effect; % of control where 0% means no effect; nearly all actives have a fitted effect of over 65% in size
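Galactose-induced alpha-syn yeast (OD600=0.02, raffinose-pregrown) + pinned cpd, 24 hr, 30 deg C; growth by BacTiter-Glo luminescence. Growth restoration scores as activation.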
EPAC1 agonist: agonists of human EPAC1. O95398. EPAC1 agonist qHTS, biochemical assay; response scale: 100% = response to 6.5 mM cAMP. Potency, µM (highest dose often 154 µM), inactives show at the highest dose activation, most hits filed as activators. AID 720707. 360,000 tested, 0.073% active; also: potency is read from the fitted curve at half-maximal effect; nearly all actives have a fitted effect of over 60% in size
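Read-out is the fluorescence drop as BODIPY-GDP leaves Rap1B (480 nm excitation, 540 nm emission), recorded every 5 minutes over 30 minutes. Reactions held 100 nM EPAC1, 250 nM Rap1B–BODIPY-GDP and 50 uM GDP, with 6.5 mM cAMP setting full activation.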
PI5P4K alpha inh: inhibitors of human PI5P4K alpha | max response, % | PI5P4Kalpha enzyme, ADP-Glo luminescence, 60 min; hits give low values | AID 652105 | P48426 | 330,000 tested, 1.2% active; active = max response of -50% or lower; inconclusive = between -30% and -50%; inactive = -30% or higher; also: value at the top dose of about 77 µM; % is scaled to controls: 0 for no effect and ±100 for the full control effect
Target sequence (P48426 whole entry, looked up): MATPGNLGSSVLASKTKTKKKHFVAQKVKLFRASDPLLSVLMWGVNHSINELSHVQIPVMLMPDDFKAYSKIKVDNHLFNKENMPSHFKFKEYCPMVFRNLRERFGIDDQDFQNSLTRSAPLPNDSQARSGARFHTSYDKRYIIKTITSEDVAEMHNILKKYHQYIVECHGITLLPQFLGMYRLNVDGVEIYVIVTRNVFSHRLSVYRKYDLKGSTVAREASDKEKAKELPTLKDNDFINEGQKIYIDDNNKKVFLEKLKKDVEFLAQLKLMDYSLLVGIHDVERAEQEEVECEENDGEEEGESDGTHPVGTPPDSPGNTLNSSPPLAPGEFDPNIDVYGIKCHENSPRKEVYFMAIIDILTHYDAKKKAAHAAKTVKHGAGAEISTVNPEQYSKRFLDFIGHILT
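Quantitative HTS of the MLSMR library against PI5P4Kalpha with substrate. ATP added last at 5 microM final; room temperature, 60 minutes. Remaining ATP depleted, ADP converted and read as luminescence.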
EPAC1 antag: blocks human EPAC1 exchange factor; EPAC1 GEF assay, Rap1b-BODIPY-GDP exchange fluorescence; AID 720709; O95398; Potency, µM (top dose mostly 115 µM), inactives show at the highest dose activity change, negative = inhibition, actives largely listed as inhibitors; 360,000 tested, 0.14% active;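 also: potency is read from the fitted curve at half-maximal effect; plate controls were vehicle for no effect and positive control for full effect; nearly all actives have a fitted effect of over 50% in size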
Abeta yeast res: restores growth of yeast expressing A-beta42 peptide; yeast expressing A-beta42, growth rescue, OD600, 48 h; response scale: 0% DMSO, 100% iron-clioquinol control; Potency, µM (series often up to 46.1 µM), inactives show at the top dose growth rescue, hits mostly activators; 410,000 tested, 0.063% active; AID 1347071; also: potency is read from the fitted curve at half-maximal effect; nearly all actives have a fitted effect of over 55% in size
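Yeast growth medium received pinned compounds, then yeast cells expressing toxic A-beta were added; plates incubated at 30 C for 48 hr. Growth read as absorbance at 600 nm, normalized to DMSO and equimolar FeCl3 plus clioquinol controls.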
PLK1 PBD inh: inhibitors of human PLK1 polo-box domain binding | 360,000 tested, 2.8% active | Potency, µM, for the others: max response, negative = inhibition, hits mostly inhibitors | AID 720504 | P53350 | Plk1 PBD binding of FITC phosphopeptide, fluorescence polarization; also: potency is read from the fitted curve at half-maximal effect; series mostly up to about 57 µM; % is scaled to controls: 0 for no effect and ±100 for the full control effect; nearly all actives have a fitted effect of over 65% in size
Target sequence (P53350 whole entry, looked up, the tested form may be a part): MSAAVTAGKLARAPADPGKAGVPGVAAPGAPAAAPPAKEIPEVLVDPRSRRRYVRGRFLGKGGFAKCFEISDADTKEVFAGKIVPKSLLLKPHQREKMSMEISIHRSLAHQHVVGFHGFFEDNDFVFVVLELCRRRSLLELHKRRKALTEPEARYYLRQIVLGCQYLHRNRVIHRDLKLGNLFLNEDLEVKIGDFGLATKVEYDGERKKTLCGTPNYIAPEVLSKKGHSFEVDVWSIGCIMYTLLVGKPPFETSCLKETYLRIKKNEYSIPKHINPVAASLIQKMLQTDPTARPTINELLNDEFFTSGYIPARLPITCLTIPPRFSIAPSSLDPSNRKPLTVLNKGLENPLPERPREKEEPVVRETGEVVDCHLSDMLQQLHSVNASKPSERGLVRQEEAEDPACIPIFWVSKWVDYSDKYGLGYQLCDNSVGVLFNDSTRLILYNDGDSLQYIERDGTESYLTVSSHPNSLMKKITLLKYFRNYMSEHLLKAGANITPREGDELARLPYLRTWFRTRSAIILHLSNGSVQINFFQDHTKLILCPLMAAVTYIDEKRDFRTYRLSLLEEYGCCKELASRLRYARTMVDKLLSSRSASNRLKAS
FUS suppressor: rescues growth of FUS-expressing yeast; S. cerevisiae FUS-expressing, growth rescue, OD600, 24 h; Potency, µM (top dose mostly 76.6 µM), inactives show top-dose growth rescue (activation), actives largely listed as activators; 390,000 tested, 0.24% active; AID 1347120;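 also: potency is read from the fitted curve at half-maximal effect; plate controls were DMSO vehicle for no effect and reference control for full effect; nearly all actives have a fitted effect of over 55% in size; some results filed as inactive show a strong effect at the top dose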
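Yeast expressing FUS under galactose induction, OD 0.005 in 2% galactose medium; compounds in a dilution series, 24 h at 30C. Growth rescue by absorbance at 600 nm; CP55940 positive control, DMSO negative.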
IL2 activator: IL-2 activation; activation, % (series mostly up to about 46 µM); 360,000 tested, 0.065% active; AID 652025; IL-2 activation reporter assay, cell-based qHTS; stimulated with anti-CD3/CD4/CD28 beads; in transgenic mouse T cells; in the data active = activation above about 50%; inconclusive = mostly about 30% to 49%; also: 0% is about no effect
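Readout is EGFP and DsRed signal by fluorescent plate cytometry after 18 h at 37 degrees C. Transgenic mouse T cells (750/well) received compound for 60 min before bead stimulation (anti-CD3, anti-CD4, anti-CD28); memory T cells served as non-tolerant control.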
Numbers without * were called inactive; u = inconclusive; x = no result given; [ ] = remark or other dose. Unless noted, calls follow the shape of the dose curve; as a rule, active = well fitted curve in the direction sought with a large enough effect; inconclusive = small, poorly fitted or top-dose-only effect, or another doubt; inactive = no such curve, though single readings can be large; an effect the other way counts as inactive or inconclusive.

SMILES	WRN helicase inh	aSyn rescue	EPAC1 agonist	PI5P4K alpha inh	EPAC1 antag	Abeta yeast res	PLK1 PBD inh	FUS suppressor	IL2 activator
COc1ccc(N2CCN(C(=O)CCCOc3cc(=O)n(C)c4ccccc34)CC2)cc1	5%	8%	0%	x	-14%	6%	-2%	31%	-2.2
CC(=O)N1CCN(c2ccc(NC(=O)c3ccc(C)cc3)cc2)CC1	4%	-2%	6%	x	3%	0%	-2%	22%	1.2
Cc1noc(C)c1COc1ccc(C(=O)OCC(N)=O)cc1	11%	-4%	-10%	7	-20%	-8%	-18%	5%	0.7
CCOC(=O)C1(C)CCN1C(=O)c1cccs1 (stereo not drawn)	11%	2%	-13%	0	6%	-3%	1%	-32%	-0.6
Cc1cccc(C)c1-n1nnnc1C(c1ccnc2ccccc12)N(CCN(C)C)Cc1ccccc1 (stereo not drawn)	5%	-3%	-15%	13	20%	-4%	2%	15%	-1.0
O=C1CN(C(=O)COc2ccc(Br)cc2)c2ccccc2N1	-1%	0%	5%	0	-15%	-7%	-14%	4%	1.1
CCc1nnc(NC(=O)CSc2nc3c(cc2C#N)CCC3)s1	-9%	10%	-5%	-1	2%	-7%	1%	14%	0.7
Oc1cc(Cc2ccccc2)cnc1CN1CCCCC1	6%	4%	2%	-7	14%	8%	-2%	6%	-1.1
NS(=O)(=O)c1ccc(N2N=C(c3ccccc3)CC2c2cccc(Cl)c2)cc1 (stereo not drawn)	-5%	u	-4%	-24	-22%	u	-15%	u	-0.4
Cc1cccc(NC(=O)N2CCCC2C(=O)Nc2ccccc2)c1 (stereo not drawn)	-3%	-5%	-6%	1	5%	-16%	-5%	-6%	-0.3

The last 3 entries of the section above open the next one.
SMILES	WRN helicase inh	aSyn rescue	EPAC1 agonist	PI5P4K alpha inh	EPAC1 antag	Abeta yeast res	PLK1 PBD inh	FUS suppressor	IL2 activator
Oc1cc(Cc2ccccc2)cnc1CN1CCCCC1	6%	4%	2%	-7	14%	8%	-2%	6%	-1.1
NS(=O)(=O)c1ccc(N2N=C(c3ccccc3)CC2c2cccc(Cl)c2)cc1 (stereo not drawn)	-5%	u	-4%	-24	-22%	u	-15%	u	-0.4
Cc1cccc(NC(=O)N2CCCC2C(=O)Nc2ccccc2)c1 (stereo not drawn)	-3%	-5%	-6%	1	5%	-16%	-5%	-6%	-0.3
N#CCCN(C(=O)COC(=O)C1=NNC(=O)CC1)c1ccccc1	0%	1%	10%	-2	-19%	-5%	-1%	0%	-5.3
CSc1ccc(S(=O)(=O)NCCOc2ccccc2C)cc1	-12%	10%	19%	x	1%	19%	-16%	27%	-1.2
Cc1cc(C)c(NC(=O)CSc2ccc(-c3cccnc3)nn2)c(C)c1	-1%[57.1 µM]	-1%	1%	2	-27%	22%	-3%	26%	-1.4
O=C(NC1CCCCCC1)c1cc(S(=O)(=O)N2CCOCC2)ccc1F	10%	-1%	-6%	-9	13%	-13%	-1%	2%	-2.3
CC(C)N1CC2(c3ccccc3)CN(C(C)C)CC(c3ccccc3)(C1)C2=O	1%	5%	9%	-5	-4%	4%	-2%	9%	0.1
CN(C)c1ccc(/C=C2\NC(=S)N(Cc3ccccc3)C2=O)cc1	-20%	6%	6%	3	49%[activator]	-13%	41%[activator]	23%	6.9
CCCNC(=O)C1(CC2CC(c3ccccc3)=NO2)CCN(C(=O)CCCCCBr)CC1 (stereo not drawn)	-8%	-2%	-14%	5	-1%	-10%	-2%	-44%	1.0
O=C(c1ccc2nc(N3CCOCC3)sc2c1)N1CCN(c2ccc(Cl)cc2)CC1	-3%	-2%	6%	1	-25%	7%	-9%	3%	0.5
O=C(c1cccs1)c1ccc(-c2cccs2)s1	-8%	-11%	14%	18	-12%	-19%	-3%	1%	-0.6
Cc1cccc(C)c1NC(=O)C(c1ccc(C#N)cc1)n1c(=O)c(-c2ccco2)nc2ccccc21 (stereo not drawn)	-3%	-4%	2%	-53*	-19%	9%	-13%	35%	1.4
Cc1sc2ncnc(N3CCCC(C)C3)c2c1C (stereo not drawn)	-2%[57.1 µM]	8%	5%	-4	-11%	-1%	3%	24%	-2.1
CN(C(=O)OC(C)(C)C)c1ccc(-c2nc3ccccc3s2)cc1	x	x	4%	x	7%	-19%	x	12%	-0.7
CCSc1ncnc2sc3c(c12)CCC3	6%	1%	-1%	x	4%	9%	-1%	6%	1.3
CC(C)(C)NC(=O)C(c1c[nH]c2ccccc12)N(C(=O)Cn1nnc(-c2ccc(F)cc2)n1)c1cccc(O)c1 (stereo not drawn)	-24%	0%	0%	-21	-29%	-1%	27µM*	x	0.0
CCNc1nc(NCC)n2c(SCC(=O)Nc3ccccc3F)nnc2n1	-17%	1%	-2%	-2	-2%	-8%	12µM*	26%	3.5
CCC(C)(C)n1nnnc1CN1CCSCC1	2%	9%	9%	x	4%	6%	-13%	-4%	-1.0
O=[N+]([O-])c1ccc(/C([O-])=C(/C(=S)NCc2ccco2)[n+]2ccccc2)cc1	6%	1%	-2%	-14	-20%	-3%	-26%	28%	1.3
Cc1cccc(C)c1NC(=O)c1sccc1SCC#N	9%	7%	2%	x	0%	8%	-15%	20%	0.1
Cc1c(C#N)c2n(c1C)CCCC(=O)N2	-6%	-4%	7%	6	6%	1%	-8%	-29%	-0.1
COc1ccc(N2CC(C(=O)Nc3ccccc3C(=O)NCc3ccco3)CC2=O)cc1 (stereo not drawn)	8%	1%	12%	0	8%	6%	-6%	15%	-2.1
CCC(C)NC(=O)C1(C)CCC(=O)N1CCc1ccc(OC)c(OC)c1 (stereo not drawn)	12%	2%	3%	x	-13%	15%	-2%	14%	-1.1
COc1ccc(-c2c(NC(=O)c3ccco3)oc3c(C)cccc3c2=O)cc1OC	-1%	5%	7%	-3	0%	-9%	-7%	-9%	-2.0
C=CCN1c2ccccc2[C@]23C[C@@H](C(=O)OC)N(C(=O)c4cccs4)C2=NC(C(=O)OC)=C(C(=O)OC)[C@H]13	3%	2%	-3%	-52*	-28%	1%	-12%	u	0.3
Cc1ncsc1CCOC(=O)C1C2CC3CC(C2)CC1C3 (stereo not drawn)	-13%	10%	-3%	-1	-18%	0%	-5%	16%	-3.3
CCOc1ccc(NC(=O)C2CCN(C(=O)N3CCOc4ccccc43)CC2)cc1	6%	4%	-1%	-2	-17%	3%	-14%	13%	1.7
CCOc1ccccc1-c1nc(C(N)=O)c2[nH]c(=O)n(-c3cccc(C)c3)c2n1	-14%	6%	5%	-18	-3%	5%	-2%	u	-0.7
CN1CCN(c2oc(-c3ccccc3F)nc2S(=O)(=O)c2ccc(Cl)cc2)CC1	2%	5%	0%	7	-14%	8%	-12%	8%	-1.2
O=C(NCc1ccncc1)C(=O)NCC1OCCN1S(=O)(=O)c1ccc(Cl)cc1 (stereo not drawn)	1%	-6%	5%	-3	-3%	-4%	3%	x	-2.9
O=C(CSc1nc(-c2ccco2)cc(C(F)(F)F)n1)NCc1cccs1	2%	1%	8%	-5	22%	5%	-6%	-11%	1.0
Nc1[nH]n2c(=O)c3c(nc2c1N=Nc1ccccc1)CCCC3	u	0%	12%	-18	-17%	10%	-19%	2%	0.4
Cc1cc(=O)c2n(Cc3ccc(Cl)cc3)nc[n+]2[nH]1	-14%	3%	-2%	3	10%	0%	-12%	13%	2.1
O=C(CCCCn1c(=O)c2ccccc2n(CC(=O)Nc2ccc(F)cc2)c1=O)NCc1ccco1	2%	7%	-1%	5	-4%	-1%	-2%	26%	0.4
CC(C)CC(=O)N1CCC(O)(CS(=O)(=O)Cc2ccc(Cl)cc2)CC1	-3%	x	-1%	4	-1%	8%	-4%	-1%	-0.4
COc1cccc2c1C(CCCC(=O)O)CCC2 (stereo not drawn)	-7%	-15%	12%	-1	16%	-4%	-3%	1%	0.9
O=C(CSc1nnc(NC(=O)c2c(F)cccc2F)s1)NC1CC1	-7%	3%	13%	2	u	7%	-2%	20%	-1.2
COc1ccc(NC(=O)[C@H](C)NC(=O)[C@@H]2Cc3ccccc3CN2C(=O)OC(C)(C)C)cc1	-5%	0%	-6%	0	-1%	5%	-2%	30%	1.6
COc1ccc(NC(=O)COC(=O)c2c(C)noc2C)c(OC)c1	5%	-1%	8%	4	-10%	5%	-7%	13%	-0.7
Cc1ccc(/C=C2\SC(=S)N(CCCC(=O)NNC(=O)c3ccccc3O)C2=O)cc1	-4%	-4%	-9%	-9	-16%	-15%	1%	22%	0.1
CN1C(=O)/C(=C/c2cccc([N+](=O)[O-])c2)C(=O)N1c1ccccc1	u	-4%	1%	-24	-26%	0%	2.4µM*	30%	0.4
CCOC(=O)C1(C)CCCN1C(=O)c1ccc(OC)cc1 (stereo not drawn)	-2%	5%	-6%	-19	0%	-15%	2%	-5%	0.3
COc1ccc(OC)c(NC(=O)NC2CCCc3ccccc32)c1 (stereo not drawn)	-12%	0%	0%	-4	u	u	-10%	9%	-1.8
CCCCn1c(=O)[nH]c(=O)c2c1nc(-c1cc(Cl)c(OC)c(OC)c1)n2C	19%	3%	5%	1	14%	6%	-4%	-5%	0.4
CSc1ccc(-c2sc(Nc3cccc4ccccc34)n[n+]2-c2ccccc2)cc1	12%	15%	-15%	-9	-6%	0%	u	u	-3.9
COc1cc(CNCc2cccc(OC)c2OC)cc(OC)c1	4%	-1%	19%	-1	-2%	16%	-1%	-20%	0.6
O=C(NCCN1CCOCC1)c1cc(-c2cccs2)on1	1%	-2%	9%	x	3%	-1%	-9%	22%	-3.2
COc1ccc(/C=N/NC(=O)CCCC(=O)NC2CCCCC2)cc1	-8%	1%	-6%	1	-14%	-13%	-6%	17%	-0.6
Cc1ccc(S(=O)(=O)N(OCc2ccccc2)C(C)C(=O)O)cc1 (stereo not drawn)	-5%	-1%	3%	1	7%	9%	3%	2%	-0.5
